MITF TRPM1 inh – inhibitors of MITF-driven TRPM1 promoter in melanoma cells; SK-MEL-5 TRPM1 promoter luciferase, 24 h; inhibition, % at 12.5 µM; hit rate 0.83% among 330,000; AID 488899;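 active means mean inhibition across replicates of 60% or more, whatever share of single replicates reaches that level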; further: values of inactives mirror those of a sister screen read the other way
NR2E3 ag-1 – activates human photoreceptor nuclear receptor NR2E3 | Q9Y5X4 | GST-NR2E3/biotin-RetCOR TR-FRET, 1536-well | inhibition of corepressor binding, % at 4.78 µM | hit rate 0.12% among 320,000 | AID 2300;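 active means percent inhibition above the cutoff of mean plus 3 SD of all tested compounds, set per screening campaign, cut at about 20% in these data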;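 further: 0% = DMSO wells and 100% = biotin wells as full block of FRET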
Target sequence (Q9Y5X4 whole entry, looked up): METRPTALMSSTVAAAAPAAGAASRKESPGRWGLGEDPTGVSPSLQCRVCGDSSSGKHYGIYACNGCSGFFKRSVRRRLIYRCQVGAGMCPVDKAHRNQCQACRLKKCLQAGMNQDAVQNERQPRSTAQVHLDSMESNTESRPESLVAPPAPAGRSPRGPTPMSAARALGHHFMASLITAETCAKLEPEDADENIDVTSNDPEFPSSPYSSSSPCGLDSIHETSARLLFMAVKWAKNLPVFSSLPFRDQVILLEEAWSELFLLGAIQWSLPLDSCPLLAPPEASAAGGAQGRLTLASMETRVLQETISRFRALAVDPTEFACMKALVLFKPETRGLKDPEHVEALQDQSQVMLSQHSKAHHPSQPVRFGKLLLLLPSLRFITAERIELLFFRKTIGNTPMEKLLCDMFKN
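Material: NR2E3–RetCOR corepressor complex / Amount: 1.35 nM GST-NR2E3 / Medium: Tris pH 7.5 / Compound: single nominal compound dose of 4.8 µM / Incubation: 5 h at 4 °C / Technique: TR-FRET, Eu(K)-anti-GST donor, streptavidin-D2 acceptor, ex 340, em 617/671 nm / Read-out basis: percent loss of FRET ratio relative to control wells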
aDG glyco up – increases alpha dystroglycan glycosylation. Pro5-aDG cells, alpha-DG glycosylation AlphaScreen (IIH6); 0% Pro5, 100% B10-LARGE cell signal. activation, % at 10 µM. hit rate 0.22% among 360,000;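 active means activation of at least 8% versus controls, or a plate z-score of at least 8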;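 further: Pro5 are CHO cells carrying HIG-tagged alpha-DG that lacks glycosylation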
Shn3 3UTR inh – Schnurri-3 reporter inhibition in Clone20 osteoblasts; Clone20 osteoblast Shn3 3'UTR firefly luciferase, 24 h; inhibition, % at 12.5 µM; hit rate 0.52% among 360,000; AID 588674;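 active means mean inhibition of at least 75% with every replicate also reaching 75%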;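 further: 0% = median of neutral control wells and 100% = pilot-screen positive control compound; some compounds past the cut are filed as inactive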
KKLEB cytotox – reduces viability of KKLEB cystic fibrosis airway cells; KKLEB CF airway cells viability, ATPlite luminescence, overnight; stronger effect = lower value; cells stimulated with P. aeruginosa culture filtrate; activity change (cytotoxicity), % at 5 µM; hit rate 0.36% among 360,000; AID 602141;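 active means corrected activity change at or below -50% at 5 µM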
NR2E3 ag-2 – activates human NR2E3 receptor; Q9Y5X4; CHO-S Gal4-NCOR/VP16-NR2E3 two-hybrid, luciferase; inhibition of corepressor binding, % at 3.98 µM; hit rate 0.35% among 360,000; AID 602229;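 active means inhibition above the mean of all tested compounds plus 3 SD, cut at about 70% in these data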;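 further: 0% = DMSO with NR2E3 transfected cells and 100% = cells lacking NR2E3 construct; higher means lower luciferase signal from less NR2E3 corepressor binding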
TWEAK Fn14 block – inhibitors of TWEAK-Fn14 interaction signaling. inhibition, % at 10 µM. hit rate 2% among 360,000. AID 1159606. TWEAK-stimulated Fn14 reporter cells, luciferase luminescence, 8 h; in the data active means inhibition above about 50%
HIF-2a block – HIF-2a inhibition. inhibition, % at 18.8 µM. 786-0 RCC cells HIF-2a reporter, luciferase luminescence, overnight. hit rate 0.72% among 360,000. AID 624352;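 active means inhibition of the luminescence signal of 40% or more relative to plate controls, in a single-dose primary screen at 18.75 µM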
hiPSC survival – increases survival of single human iPS cells; hiPSC single-cell survival, ATPlite luminescence; 100% = ROCK inhibitor wells, 0% = DMSO; survival enhancement, % at 20 µM; hit rate 0.044% among 360,000; AID 602274; in the data active means survival enhancement above about 18%;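 further: cells exposed to compounds for 16 hours before the ATP read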
Peg3 promoter – Peg3 promoter activity inhibition. hit rate 1.7% among 360,000. inhibition, % at 20 µM. HeLa PEG-Prom luciferase reporter, luminescence, overnight;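 active means inhibition of at least 50% at 20 µM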
CF NFkB block – cystic fibrosis NF-kB activation inhibition; hit rate 0.86% among 360,000; KKLEB NF-kB-GFP reporter, PAF-induced, GFP fluorescence overnight; AID 588850; inhibition, % at 5 µM;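 active means at least 50% inhibition at 5 µM, scaled per plate between neutral and stimulator controls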;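 further: PAF is a Pseudomonas aeruginosa culture filtrate used as stimulus; plate controls were PAF-stimulated DMSO wells for no effect and unstimulated DMSO wells for full effect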
Active calls of the source: *; . = no result given. Hits appear at their usual frequency, and some 4.4% of all compounds hit somewhere here.

SMILES	MITF TRPM1 inh	NR2E3 ag-1	aDG glyco up	Shn3 3UTR inh	KKLEB cytotox	NR2E3 ag-2	TWEAK Fn14 block	HIF-2a block	hiPSC survival	Peg3 promoter	CF NFkB block
CCc1ccc(NS(=O)(=O)c2cc3[nH]c(=O)c(=O)[nH]c3cc2C)cc1	10.8	0.5	0.0	-33.1	2.8	-11.6	-3.6	-6.8	0.8	-20.1	-10.5
COCCn1c(SCC(=O)NC2CCCCC2)nnc1-c1ccco1	-12.0	4.1	0.0	2.8	5.0	-10.2	15.2	9.0	-0.6	6.1	2.0
Cn1nc(C(=O)Nc2ccc(S(=O)(=O)N3CCCCC3)cc2)ccc1=O	9.3	0.5	0.0	8.6	3.0	-2.6	104.1*	22.0	-1.2	26.1	-7.9
CC(C)N(C)c1ncnc2c1ncn2[C@H]1CN(CCN2CCOCC2)C[C@@H](CO)O1	.	.	-0.3	4.3	1.1	-15.1	-0.9	8.1	0.2	5.6	-4.0
COc1cccc(NC(=O)CN(C)CC(=O)NC(C)c2ccccc2)c1 (stereo not drawn)	8.0	-0.1	0.2	.	-8.3	0.3	33.0	2.7	-0.8	16.4	-3.9
COc1cc(NC(=O)c2cc3ccccc3o2)c(OC)cc1Br	6.0	-2.5	0.0	-2.1	-11.4	-35.9	-3.1	7.2	3.3	12.2	0.2
CC(C)C(c1nnnn1Cc1cccs1)N1CCN(c2ccccc2)CC1 (stereo not drawn)	12.2	-2.3	0.1	16.4	-2.2	-4.1	-3.4	22.7	-0.1	10.6	2.0
O=C(NCc1cccnc1)c1cc(S(=O)(=O)N2CCOCC2)c(Cl)cc1Cl	1.2	-1.5	0.1	-11.0	8.1	1.1	1.2	-1.1	-0.6	-7.5	5.1
Cc1cccc(NC(=O)CN2C(=O)/C(=C3\SC(=S)N(CC4CCCO4)C3=O)c3ccccc32)c1 (stereo not drawn)	17.8	2.0	0.1	-2.8	-19.1	-4.8	1.3	7.3	-0.5	22.7	34.6
Cc1ccc(S(=O)(=O)N2CCCc3ccccc32)cc1C	-3.4	3.1	0.3	1.5	14.5	-6.2	23.7	1.7	0.1	20.6	-6.8
N=c1n(Cc2ccccc2)c2ccccc2n1CC(O)COc1ccccc1 (stereo not drawn)	38.4	0.9	2.8	89.0*	-17.7	9.6	8.0	6.5	-1.9	70.9*	16.0
CN1CCN(C(=O)CCc2nc(-c3ccc(Cl)cc3)no2)CC1	3.0	-1.9	0.5	-17.1	12.2	-15.1	1.8	-22.9	1.1	-7.5	6.8
CCOC(=O)C1=C(Cc2ccc(F)cc2)C(=O)c2ccccc2C1=O	35.4	-1.0	-0.1	62.4	-9.7	22.6	20.1	-62.1	-2.8	46.9	3.6
O=C(/C=C/c1ccccc1)NCc1ccc2c(c1)OCO2	-0.9	-1.0	-0.2	-1.6	-0.4	-31.5	-12.2	-50.2	1.4	-16.1	8.9
COCCCNC(=O)c1cc(S(=O)(=O)N2CCC3(CC2)OCCO3)ccc1F	.	.	0.1	-34.6	2.8	15.7	-5.2	10.2	2.4	14.3	-7.7
CCOc1ccc(N(CC(=O)NCc2cccs2)S(=O)(=O)c2c(C)noc2C)cc1	-7.2	3.9	0.2	7.2	-5.0	-5.0	-0.2	11.3	-0.9	13.5	0.8
O=C(CN1CCN(Cc2ccccc2Cl)C1=O)NC1CCCCCCC1	12.8	0.4	0.1	10.7	13.7	-4.4	2.6	9.0	-0.3	15.1	-7.4
NC(=O)C1CCN(C(=O)c2cc3n(n2)C(C(F)(F)F)CC(c2ccco2)N3)CC1 (stereo not drawn)	-8.1	3.0	-0.1	-18.9	-8.5	-20.6	7.0	9.7	-0.3	-17.7	26.0
CCOC(=O)c1c(NC(=O)c2cc3n(n2)C(C(F)(F)F)CC(c2cccs2)N3)sc(C)c1C (stereo not drawn)	56.9	-1.8	0.2	11.9	-2.2	-2.8	-15.7	12.6	0.9	5.0	-3.1
NS(=O)(=O)c1cc(C(=O)N=Nc2c(O)[nH]c3ccccc23)ccc1Cl	-47.9	-2.9	0.0	-10.7	3.7	-29.8	-12.6	-90.1	-0.5	-53.7	6.3
Cc1nn(CC(=O)c2ccc(Cl)cc2Cl)c(C)[n+]1N	-0.4	5.9	0.0	-14.2	8.3	1.1	-9.9	16.8	0.6	7.2	-6.6
Cc1ccc2c(CSc3nc4nc(C)cc(C)n4n3)cc(=O)oc2c1	5.6	1.9	-0.2	21.5	-7.6	-8.7	-20.3	15.6	-0.5	15.8	14.0
Cc1nc2ccccc2n1CCOc1ccccc1	7.3	-0.9	0.3	29.8	-12.0	-11.0	6.3	11.3	0.3	-3.9	2.0
Cc1cccc(C)c1Nc1nnc(SCc2cc([N+](=O)[O-])cc3c2OCOC3)s1	2.5	-0.7	0.6	15.6	0.2	24.1	6.3	30.0	1.9	15.6	-3.4
C=CCOC(=O)C1=C[C@@H](C2CCCCC2)C[C@@H](OCc2ccc(CO)cc2)O1	-1.6	1.7	0.1	-4.8	-13.3	2.7	-3.5	-5.7	-1.1	4.5	-18.2
CCOc1ccccc1N(C)C(=O)c1cn(CC)c(=O)c2cc(OC)c(OC)cc12	-19.9	.	0.0	10.2	0.4	-20.6	-29.9	5.1	1.4	13.7	4.8
COc1cccc(CNC(=O)CN(c2ccc(C(C)C)cc2)S(=O)(=O)c2c(C)noc2C)c1	5.7	-1.3	0.0	12.9	0.8	3.3	-2.7	7.7	0.0	21.0	-12.3
COc1ccc(CN(CCC(c2ccccc2)c2ccc(OC(C)C)cc2)C(=O)CCl)cc1OC (stereo not drawn)	106.3*	-3.2	-0.5	-0.4	-85.2*	-21.7	34.6	96.0*	-1.2	106.3*	80.7*
C[C@H](NC(N)=O)C(=O)OCC(=O)Nc1ccc(OC(F)F)cc1	2.6	0.3	0.3	-11.0	13.3	-12.9	0.0	5.2	-1.8	6.5	-8.4
O=C(O)c1c(NC(=O)c2cccc3ccccc23)sc2c1CCC2	4.9	2.0	-0.1	-2.9	5.1	3.7	32.5	-100.0	3.8	-27.0	-1.2

Complete entries, quoted from the list. Screens in order: MITF TRPM1 inh, NR2E3 ag-1, aDG glyco up, Shn3 3UTR inh, KKLEB cytotox, NR2E3 ag-2, TWEAK Fn14 block, HIF-2a block, hiPSC survival, Peg3 promoter, CF NFkB block
CCOC(=O)C1=C(Cc2ccc(F)cc2)C(=O)c2ccccc2C1=O across the screens: 35.4, -1.0, -0.1, 62.4, -9.7, 22.6, 20.1, -62.1, -2.8, 46.9, 3.6
COCCn1c(SCC(=O)NC2CCCCC2)nnc1-c1ccco1 across the screens: -12.0, 4.1, 0.0, 2.8, 5.0, -10.2, 15.2, 9.0, -0.6, 6.1, 2.0
Cc1cccc(C)c1Nc1nnc(SCc2cc([N+](=O)[O-])cc3c2OCOC3)s1 across the screens: 2.5, -0.7, 0.6, 15.6, 0.2, 24.1, 6.3, 30.0, 1.9, 15.6, -3.4

(continued)
SMILES	MITF TRPM1 inh	NR2E3 ag-1	aDG glyco up	Shn3 3UTR inh	KKLEB cytotox	NR2E3 ag-2	TWEAK Fn14 block	HIF-2a block	hiPSC survival	Peg3 promoter	CF NFkB block
COc1ccc(N2CCN(Cc3nc4c(c(=O)[nH]c(=O)n4C)n3CC(C)=O)CC2)cc1	-4.8	-2.9	-0.1	-55.9	-3.6	-45.8	-9.4	5.3	1.7	14.3	-5.6
O=CNc1c(Cl)cc2c(c1Cl)Cc1cc([N+](=O)[O-])ccc1-2	19.8	.	1.0	9.7	-9.3	-23.8	-40.9	-45.7	4.1	10.6	-97.5
O=C(O)COCC(=O)N1CCc2c([nH]c3ccccc23)C1C(F)(F)F (stereo not drawn)	9.1	-0.1	-0.1	-5.9	4.2	-25.9	19.9	3.2	-0.5	11.1	4.7
Cc1cccc(NS(=O)(=O)c2cc(C(=O)N3CCCCCC3)ccc2C)c1	19.5	-1.0	0.0	13.0	10.1	16.2	12.7	24.2	-0.3	29.1	10.9
O=C(NCC(=O)N(c1ccc(F)cc1)C(C(=O)NCC1CCCO1)c1ccccc1)c1ccco1 (stereo not drawn)	-1.1	-1.7	-0.2	20.3	-2.3	-17.7	16.0	8.1	1.0	-6.1	0.7
COc1ccc(-c2c(-c3ccc(S(C)(=O)=O)cc3)sc3ccc(OC)cc23)cc1	10.3	.	-0.2	26.4	-14.6	11.9	-8.1	18.8	3.4	32.6	-10.2
COc1ccc(OCC(=O)N/N=C/c2ccc(N(C)C)cc2)cc1	4.4	-0.7	-0.2	-9.5	-18.5	-24.7	0.6	-30.1	-1.9	-28.3	0.8
Cn1c(=O)n(/N=C/c2ccccc2)c2ccccc21	-7.5	-0.1	0.0	6.5	2.7	-7.8	-13.0	-10.7	0.8	3.4	-17.2
CNc1c(NS(=O)(=O)c2ccc(Cl)s2)c(=O)oc2ccccc12	-3.1	-1.1	0.1	6.2	5.0	1.3	17.3	-17.9	-0.1	5.6	0.5
CC1=Nc2cc(C(=O)NCCCOC(C)C)ccc2Sc2ccccc21	27.8	0.8	-0.1	-3.2	-9.6	-7.0	27.5	18.2	-0.4	33.4	6.7
COc1ccc(N(CCC#N)S(=O)(=O)c2cccc3nsnc23)cc1	-5.3	-1.8	-0.1	13.8	3.1	11.9	-9.6	21.7	3.9	4.0	-5.8
COc1ccc(/C=C(\C)C(=O)c2c(C)cc(C)[nH]c2=O)cc1	-4.2	-1.0	0.0	-7.8	-8.8	-2.0	14.1	18.5	-0.2	15.0	7.3
CCC(=Nc1ccc(N)cc1)C1=C(O)C(C(=O)OC)C(C)(C)CC1=O (stereo not drawn)	16.7	2.1	0.7	3.0	13.6	-7.7	4.4	-20.1	-2.9	-14.3	-8.9
Cc1cccc2sc(NC(=O)CNS(=O)(=O)c3ccc(Br)s3)nc12	3.1	3.4	-0.2	8.1	9.8	-14.7	23.7	0.6	8.4	19.7	6.9
COc1ccccc1-c1nc2cc3ccccc3cc2nc1-c1ccccc1OC	6.0	2.4	0.3	-19.0	-1.3	2.5	13.8	21.7	-0.2	8.5	-11.5
Cc1ccccc1OCC(=O)Nc1nc(-c2ccncc2)cs1	2.9	-3.7	0.6	18.7	-41.4	-13.4	32.2	5.7	3.6	-12.8	37.8
N#C/C(=C\c1ccc(-c2ccccc2)cc1)c1nc(-c2ccco2)cs1	-21.0	-1.2	-0.1	-27.0	4.4	-23.2	11.3	-66.3	0.8	-53.2	2.5
CC(=O)Nc1ccc(S(=O)(=O)N2CCN(c3cccc(C)c3C)CC2)cc1	.	-4.3	0.1	22.8	-1.0	21.5	26.5	5.1	-0.6	15.6	28.4
CC(=O)Nc1ccc(C(=O)CSc2nccc(=O)[nH]2)cc1	-7.2	3.4	-0.2	-0.5	4.5	-16.7	-67.8	7.7	0.1	-4.7	-6.7
CN(Cc1ccc(F)cc1)C(=O)C(c1ccccc1)c1ccccc1	2.1	-0.1	0.3	11.2	2.6	-4.7	11.3	16.6	0.3	29.4	-2.6
Cc1ccc(C2/C(=C(/O)c3ccc(Br)cc3)C(=O)C(=O)N2Cc2ccco2)o1 (stereo not drawn)	12.8	3.5	0.0	-12.9	6.4	-10.7	28.5	-12.6	-1.4	-26.4	-11.6
